PLK1 PBD block: blocks phosphopeptide binding to human PLK1 polo-box domain; P53350; Plk1 PBD binding of FITC phosphopeptide, fluorescence polarization; Potency, µM, for the others: max response, negative = inhibition, hits mostly inhibitors; 360,000 compounds, 2.8% hits; further: potency means the concentration at half of the fitted maximal effect; series mostly up to about 57 µM; on the % scale 0 is the no-effect control and ±100 the full control effect; nearly all actives have a fitted effect of over 65% in size
Target sequence (P53350 whole entry, looked up, the tested form may be a part): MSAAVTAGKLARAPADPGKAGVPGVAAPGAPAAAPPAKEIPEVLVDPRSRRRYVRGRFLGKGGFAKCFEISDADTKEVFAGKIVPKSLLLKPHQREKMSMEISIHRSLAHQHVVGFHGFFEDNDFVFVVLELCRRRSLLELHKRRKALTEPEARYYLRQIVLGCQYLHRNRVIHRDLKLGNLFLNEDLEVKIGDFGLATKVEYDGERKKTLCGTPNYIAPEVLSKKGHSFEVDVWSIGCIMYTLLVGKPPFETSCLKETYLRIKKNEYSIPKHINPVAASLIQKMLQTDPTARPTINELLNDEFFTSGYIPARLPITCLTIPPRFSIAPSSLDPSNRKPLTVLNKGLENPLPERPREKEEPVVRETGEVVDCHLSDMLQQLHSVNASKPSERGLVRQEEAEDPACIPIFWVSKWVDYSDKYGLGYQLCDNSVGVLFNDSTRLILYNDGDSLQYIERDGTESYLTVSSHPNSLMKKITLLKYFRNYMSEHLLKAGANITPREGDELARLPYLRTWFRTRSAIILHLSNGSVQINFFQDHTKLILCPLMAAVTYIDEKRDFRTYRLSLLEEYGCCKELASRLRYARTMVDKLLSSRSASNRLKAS
HEK293 tox: cytotoxic in the GLP-1 receptor inverse agonist counter-screen; HEK293 cAMP-luciferase reporter cells, luminescence, 24 h; Potency, µM (series often up to 38.3 µM), inactives show top-dose activity change, negative = inhibition, actives largely listed as inhibitors; 410,000 compounds, 0.13% hits;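 further: loss of luciferase light is scored as toxicity; potency means the concentration at half of the fitted maximal effect; on the % scale 0 is the no-effect control and ±100 the full control effect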
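Step one: seed cells (200 cells/uL, DMEM with 10% Nu serum, 1% pen-strep). Step two: 12-hour incubation at 37 deg C. Step three: pin 23 nL compound, incubate 24 hr. Step four: add luciferase reagent, read luminescence 12 min later.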
IL-2 act: activators of IL-2. 360,000 compounds, 0.065% hits. IL-2 activation reporter assay, cell-based qHTS; stimulated with anti-CD3/CD4/CD28 beads; in transgenic mouse T cells. activation, % (series mostly up to about 46 µM). AID 652025; in the data active means activation above about 50%; inconclusive means mostly about 30% to 49%; further: 0% is about no effect
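First, unstimulated transgenic mouse T cells were exposed to compound for 60 min. Next, anti-CD3/anti-CD4-coated beads with anti-CD28 were added. Finally, after 18 h at 37 degrees C, EGFP and DsRed were imaged.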
GLP-1R agonist: agonists of human GLP-1 receptor; HEK293 GLP-1R CRE-luciferase, luminescence, 4-6 h; cells express a hypersensitive GLP-1R form; Potency, µM (doses to about 45.6 µM), for inactives: at the top dose activation, usual class: activators; 380,000 compounds, 0.007% hits; further: potency means the concentration at half of the fitted maximal effect; % of control where 0% means no effect
EPAC1 ag: EPAC1 (human) agonism; EPAC1 agonist qHTS, biochemical assay; response scale: 100% = response to 6.5 mM cAMP; 360,000 compounds, 0.073% hits; AID 720707; Potency, µM (titrated, usually from 154 µM), without a hit: at the top dose activation, usual class: activators; further: potency means the concentration at half of the fitted maximal effect; nearly all actives have a fitted effect of over 60% in size
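Read-out is the fluorescence drop as BODIPY-GDP leaves Rap1B (480 nm excitation, 540 nm emission), recorded every 5 minutes over 30 minutes. Reactions held 100 nM EPAC1, 250 nM Rap1B–BODIPY-GDP and 50 uM GDP, with 6.5 mM cAMP setting full activation.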
PI5P4Ka inh: PI5P4K alpha (human) kinase inhibition | PI5P4Kalpha enzyme, ADP-Glo luminescence, 60 min; active compounds read low | max response, % | 330,000 compounds, 1.2% hits | AID 652105; active means max response of -50% or lower; inconclusive means between -30% and -50%; inactive means -30% or higher; further: value at the top dose of about 77 µM; on the % scale 0 is the no-effect control and ±100 the full control effect
Target sequence (P48426 whole entry, looked up): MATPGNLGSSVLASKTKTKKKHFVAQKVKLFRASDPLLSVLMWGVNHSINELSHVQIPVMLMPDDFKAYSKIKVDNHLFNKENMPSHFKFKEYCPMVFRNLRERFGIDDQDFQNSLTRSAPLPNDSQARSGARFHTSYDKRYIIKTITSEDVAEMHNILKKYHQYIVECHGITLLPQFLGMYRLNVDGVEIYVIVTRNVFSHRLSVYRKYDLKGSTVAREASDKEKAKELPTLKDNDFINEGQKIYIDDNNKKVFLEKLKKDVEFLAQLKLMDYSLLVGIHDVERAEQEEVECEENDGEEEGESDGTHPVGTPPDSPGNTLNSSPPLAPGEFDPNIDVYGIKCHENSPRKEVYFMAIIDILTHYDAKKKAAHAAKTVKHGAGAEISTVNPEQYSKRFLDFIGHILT
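Enzyme plus substrate dispensed, test compounds pinned in, then ATP (5 microM final) added. After 60 min at RT, ADP-Glo reagent 1 for 45 min and reagent 2 for 30 min preceded luminescence imaging.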
EPAC1 antag: antagonists of human EPAC1; O95398; EPAC1 GEF assay, Rap1b-BODIPY-GDP exchange fluorescence; Potency, µM (doses to about 115 µM), for inactives: at the highest dose activity change, negative = inhibition, most hits filed as inhibitors; 360,000 compounds, 0.14% hits;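 further: potency means the concentration at half of the fitted maximal effect; plate controls were vehicle for no effect and positive control for full effect; nearly all actives have a fitted effect of over 50% in size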
GLP-1R inv ag: acts as inverse agonist at human GLP-1 receptor. HEK293 GLP-1R CRE-luciferase, luminescence, 24 h; GLP-1R form is constitutively active. Potency, µM (titrated, usually from 38.3 µM), for inactives: at the top dose activity change, negative = inhibition, usual class: inhibitors. 410,000 compounds, 1.6% hits; further: potency means the concentration at half of the fitted maximal effect; on the % scale 0 is the no-effect control and ±100 the full control effect; nearly all actives have a fitted effect of over 55% in size
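Stable HEK293 clone (constitutively active GLP-1R + cAMP-response luciferase); 200 cells/uL plated, 12 h pre-culture, compound 24 hr, 37 deg C/5% CO2; detection reagent 12 min RT; luminescence.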
PTHR1 ag: activates the human parathyroid hormone receptor PTHR1; Q03431; HEK293 GP2 PTHR1 cells, GloSensor cAMP luminescence, 1 h; Potency, µM (titrated, usually from 115 µM), for the others: top-dose activation, actives largely listed as activators; 410,000 compounds, 0.075% hits; further: potency means the concentration at half of the fitted maximal effect; nearly all actives have a fitted effect of over 55% in size; some results filed as inactive show a strong effect at the top dose; inactives centre near -15; many of its hits are not listed in these tables
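HEK-293-derived GP2 cells expressing PTHR1 and a GloSensor cAMP reporter, 3,000/well, plated overnight, given luciferin plus IBMX (each 0.5 mM as added) for 1 h at 37 °C, then compound for 1 h at 37 °C. Luminescence was read after 15 min at room temperature.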
Active calls of the source: *; i = inactive; ? = inconclusive; nt = not tested or not shown; & = joins results of further samples; [ ] = another dose, or the depositor's remark. Unless noted, the call rests on the fitted dose curve; in most records, active means well fitted curve in the direction sought with a large enough effect; inconclusive means small, poorly fitted or top-dose-only effect, or another doubt; inactive means no such curve, though single readings can be large; an effect the other way counts as inactive or inconclusive. Not all compounds are listed; count on the stated rates, not on these rows.

SMILES	PLK1 PBD block	HEK293 tox	IL-2 act	GLP-1R agonist	EPAC1 ag	PI5P4Ka inh	EPAC1 antag	GLP-1R inv ag	PTHR1 ag
CSCC[C@H](NC(=O)[C@H](Cc1ccccc1)n1c(=O)[nH]c2ccccc2c1=O)C(=O)N1CCC[C@H]1C(=O)O	-5%	3%	-0.4	-1%	-29%	-7	2%	8%	-15%
Cc1ccccc1N(CC(=O)NCc1ccc2c(c1)OCO2)C(=O)CCC(=O)Nc1ccccn1	0%	-15%	-0.9	10%	-5%	-8	19%	-12%	-21%
CCOC(=O)C[C@H]1c2cc(F)ccc2S(=O)(=O)N1c1cccc(OC)c1	-26%	0%	0.2	1%	-6%	-2	-30%	-11%	i
O=C(O)/C=C/C(=O)Nc1ccc(C2(c3ccc(NC(=O)/C=C/C(=O)O)cc3)c3ccccc3-c3ccccc32)cc1	30µM*	1%	-0.7	-2%	5%	-58*	?	?	i
COC(=O)Oc1ccc(/C=N/NC(=O)CN(c2ccccc2Br)S(C)(=O)=O)cc1OC	-2%	3%	-0.8	22%	-2%	-4	-9%	48%[activator]	-14%
Cc1cccc(-c2nc(CSCC(=O)NCCCN3CCOCC3)c(C)o2)c1	-5%	-4%	-0.4	-1%	4%	nt	-5%	0%	-21%[57.5 µM]
COC(=O)c1c(NC(=O)C2CCC2)sc(C(=O)N(C)C)c1C	0%	-2%	-1.1	5%	1%	nt	7%	0%	i
Cc1ccc(NC2=CC(=O)CC(C)(C)C2)cc1Cl	1%	-6%	-0.5	10%	2%	5	6%	?	i
Cc1cc(F)ccc1NC(=O)C1CCN(S(=O)(=O)c2ccc3c(c2)CCCC(=O)N3)CC1	-10%	0%&-6%	-0.5	-1%	8%	0	-1%	5%&16%	-22%
CCn1c(SCC(=O)Nc2ccc(OC)cc2OC)nc2nc3c(cc2c1=O)COC(C)(C)C3	-9%	-18%	-0.3	16%	6%	5	-4%	19%	-3%
Cc1cc([N+](=O)[O-])ccc1NC(=O)CN1C2CCC1CC(NC(=O)NC13CC4CC(CC(C4)C1)C3)C2 (stereo not given)	-14%	-8%	-4.3	6%	11%	2	11%	?	-33%[inhibitor]
CCOC(=O)c1c(-c2cccc([N+](=O)[O-])c2)csc1N	30µM*	-5%	-3.1	21%	2%	-5	4%	0%	i
NC(c1ccccc1)c1cccnc1 (stereo not given)	-23%	-1%	0.9	-4%	5%	4	12%	14%	i
CCCS(=O)(=O)N1CCC(C(=O)NCCN(C)Cc2ccccc2)CC1	-2%	-4%	-0.2	4%	3%	-10	4%	4%	-19%[57.5 µM]
COc1ccc(NC(=O)CSc2nc(N)c(NC(=O)c3cccs3)c(=O)[nH]2)cc1	1%	4%	0.0	-2%	3%	-5	9%	10%	-7%
CCn1nnnc1SCC(=O)Nc1cc(OC)cc(OC)c1	3.4µM*	15%	-0.8	-1%	2%	?	6%	-19%	i
c1ccc(-c2ncc3ccccn23)cc1	-8%	0%	1.0	9%	5%	-2	12%	-4%	-7%
Cc1ccc(CN2CCNC2=O)cc1	-7%	0%	-4.1	2%	13%	nt	8%	4%	?
Clc1cccc(Cl)c1/C=N\Nc1nccs1	-4%	1%	0.1	10%	15%	nt	-4%	?	-9%[57.5 µM]
O=S(=O)(NC1CCCCC1)c1ccc(S(=O)(=O)N2CCN3CCCC3C2)cc1 (stereo not given)	-6%	-4%	0.0	-5%	3%	nt	4%	0%	-4%[57.5 µM]

Three of the entries above in order of their number in PLK1 PBD block, lowest first.
SMILES,PLK1 PBD block
Cc1cc(F)ccc1NC(=O)C1CCN(S(=O)(=O)c2ccc3c(c2)CCCC(=O)N3)CC1,-10%
Clc1cccc(Cl)c1/C=N\Nc1nccs1,-4%
CCCS(=O)(=O)N1CCC(C(=O)NCCN(C)Cc2ccccc2)CC1,-2%

(listing goes on)
SMILES	PLK1 PBD block	HEK293 tox	IL-2 act	GLP-1R agonist	EPAC1 ag	PI5P4Ka inh	EPAC1 antag	GLP-1R inv ag	PTHR1 ag
Cc1ccc(S(=O)(=O)NCCNS(=O)(=O)c2ccc(C)cc2)cc1	2%	-1%	-0.4	4%	5%	3	-29%	-23%	-20%
O=C(Nc1nc(-c2cc3ccccc3oc2=O)cs1)c1ccc(Br)o1	-16%	-13%	-0.1	18%	9%	-19	-17%	10%	-20%
COc1ccc(N2CCN(C(=O)c3ccc(Cl)c(S(=O)(=O)N4CCOCC4)c3)CC2)cc1	2%	-18%	0.7	-6%	6%	-10	7%	9%	-7%
O=C(CNC(=O)c1ccccc1Cl)OC1CCOC1=O (stereo not given)	-6%	13%	1.7	7%	12%	-3	0%	-3%	-23%
COc1ccc(/C(C)=N/NC(=O)c2ccc(N(C)C)cc2)cc1	-8%	6%	-2.5	3%	-4%	7	1%	0%	i
Cc1ccc(CNC(=O)c2cc(NS(=O)(=O)c3ccc(C)cc3)ccn2)cc1	nt	-3%	nt	-1%	nt	nt	nt	3%	i
COc1ccc(/C=N/Nc2nccnc2Cl)cc1	-8%	?	-0.2	-6%	9%	nt	-12%	11µM*	-51%
CC(=O)N1CCN(c2ccc(NCc3cccc4ccccc34)cc2)CC1	24µM*	-9%	-0.5	?	11%	-15	2%	8%	-20%
CC(C)S(=O)(=O)N1CCCC(c2cc(C(=O)NCc3ccccc3)no2)C1 (stereo not given)	-8%	-5%	-0.3	10%	-13%	0	2%	1%	i
O=C1c2ccccc2C(=O)N1c1ccccc1S(=O)C(F)(F)F (stereo not given)	-1%	79%[activator]	0.7	-1%	-10%	6	4%	7%	i
COc1ccc(CCNc2ccc(C(CC(N)=O)NC(=O)c3ccccc3)cc2[N+](=O)[O-])cc1 (stereo not given)	12%	-20%	8.3	0%	8%	-28	3%	3%	-12%
COc1ccc(S(=O)(=O)N(C)c2ccc(C(=O)Nc3cccnc3)cc2)cc1	-3%	2%	0.0	5%	-5%	0	5%	-27%	-1%
CCN(CC)S(=O)(=O)c1ccc2c(c1)nc(CCC(=O)OCC(=O)N1CCc3ccccc31)n2C	-29%	-7%	0.0	2%	2%	-4	-27%	25%	-9%[57.5 µM]
COc1cccc(OC)c1NC(=O)CN1CCN(C)CC1	-5%	3%	1.4	4%	8%	-7	5%	16%	i
O=C(CCC(=O)OCCCC(F)(F)C(F)(F)F)Nc1ccc(Cl)cc1Cl	1%	1%	-0.4	0%	-13%	26	-11%	-15%	i
CCOC(=O)CC1(NC(=O)C2CCC(=O)N(Cc3ccccc3OC)C2)CCCCC1 (stereo not given)	2%	0%	-2.2	0%	-4%	0	13%	17%	-10%
Cc1c(NC(=O)CSCc2ccco2)c(=O)n(-c2ccccc2)n1C	-6%	-4%	1.8	0%	2%	-5	19%	-19%	-9%
CCOc1ccc(C(=O)N(CC)CC(=O)Nc2ccc3c(c2)OCCO3)cc1OCC	-12%	-14%	2.6	-3%	-1%	-3	18%	7%	?
COc1ccc(NC(=O)COC(=O)C2CCCN2C(=O)OC(C)(C)C)cc1Cl (stereo not given)	-1%	6%	-0.5	3%	6%	6	-1%	-10%	i
O=C(COc1cccc(Cl)c1)NCc1ccccc1	-4%	-2%	-1.9	-2%	-9%	0	8%	-6%	-28%
Cc1cccc(N(C(=O)CCC(=O)Nc2cc(C)on2)C(C(=O)NC2CCCC2)c2ccccc2)c1 (stereo not given)	-14%	6%	4.4	0%	-5%	5	-4%	-20%	-8%
CCC(CC)C(=O)OCC(=O)Nc1cccc([N+](=O)[O-])c1	-6%	14%	-3.4	8%	-16%	6	0%	-21%	i
COc1ccc(/C(O)=C2/C(=O)C(=O)N(CCN3CCOCC3)C2c2ccccn2)cc1OC (stereo not given)	-22%	-7%	-2.9	0%	-12%	-3	4%	4%	-16%
COc1ccc(-c2cc(=O)c3cc(O)ccc3o2)cc1	-9%	-5%	-0.6	?	3%	-3	-4%	64%[activator]	i
COc1ccc(C(CNC(=O)c2cccc(S(=O)(=O)Nc3ccccc3OC)c2)N2CCCCC2)cc1 (stereo not given)	-7%	?	-3.4	-2%	-2%	3	-2%	?	-1%
O=C(O)/C=C/C(=O)N1CCN(S(=O)(=O)c2cccc(C(F)(F)F)c2)CC1	3%	-11%	-1.5	7%	-4%	0	-15%	7%	i
Cc1cccc(N2CCN(Cc3nc(CC4CC4)no3)CC2)n1	0%	-10%	-1.9	9%	4%	6	0%	?	-11%
CSCCC(N=C1NS(=O)(=O)c2ccccc21)C(=O)N1CCCC(C(N)=O)C1 (stereo not given)	1%	12%	-2.0	-18%	2%	1	6%	4%	i
O=c1[nH]c(=O)n(C2CC(O)C(CO)O2)cc1Br (stereo not given)	-1%	-3%	-3.0	12%	4%	-2	-9%	12%	-11%
COc1ccc(NC(=O)C2CCCN(C(=O)c3cnn(-c4ccc(F)cc4)c3-n3cccc3)C2)cc1 (stereo not given)	nt	-9%	nt	4%	nt	nt	nt	-24%	-12%
COc1ccc(Cc2nnc(SCC(=O)N3CCCCC3)o2)cc1	?	-7%	0.8	-4%	-10%	-1	8%	9%	0%
O=C(NNc1ccccc1[N+](=O)[O-])Nc1ccc(Cl)c(Cl)c1	0%	-2%	-4.1	3%	8%	9	-26%	?	-27%
O=C(O)C1=CC(c2ccc(Br)cc2)n2ncnc2N1 (stereo not given)	nt	-4%	nt	-1%	nt	nt	nt	7%	i
c1ccc(-c2noc(-c3ccc4ccccc4c3)n2)nc1	-1%	4%	6.5	-21%	1%	-2	0%	?	-81%[inhibitor][57.5 µM]
Cc1ccc(CN2CCN(C3CCCC3)C(CCO)C2)s1 (stereo not given)	-5%	6%	-0.7	-3%	-3%	0	2%	1%	i
O=C(NCc1ccccc1)C(CCc1ccccc1)n1c(=O)c(-c2cc3ccccc3[nH]2)nc2ccccc21 (stereo not given)	-14%	455%[activator]	-0.7	nt	7%	-3	-9%	5.6µM*	i
O=C1/C(=C/c2ccccc2)Oc2cc(OC(=O)N3CCOCC3)ccc21	-3%	8%	-2.4	-8%	11%	7	8%	13%	-25%
